# Screening data deposited in PubChem by National Center for Advancing Translational Sciences (NCATS).
# HT1080 IDH1KD tx: qHTS for induction of synthetic lethality in tumor cells producing 2HG: qHTS for the HT-1080-IDH1KD cell line | HT-1080 IDH1 knockdown viability, ATP luminescence, 48 h | Potency, µM (top dose mostly 46.1 µM), for inactives: top-dose activity, negative = toxicity, actives largely listed as cytotoxic | 360,000 tested, 2% active;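 also: potency is read from the fitted curve at half-maximal effect; 0% = DMSO wells and -100% = cell-free medium wells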
#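 After a 2 h attachment period, IDH1KD HT-1080 cells took pin-transferred compound for 48 h at 37 °C; ATP-based luminescence after 10 min room-temperature reagent incubation reported viability.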
# GLP-1R agonist: qHTS of GLP-1 Receptor Agonists; Potency, µM (top dose mostly 45.6 µM), for the others: at the top dose activation, usual class: activators; 380,000 tested, 0.007% active; HEK293 GLP-1R CRE-luciferase, luminescence, 4-6 h; cells express a hypersensitive GLP-1R form; Glucagon-like peptide 1 receptor (Homo sapiens), P43220; also: potency is read from the fitted curve at half-maximal effect; % of control where 0% means no effect
# Target sequence (P43220 whole entry, looked up): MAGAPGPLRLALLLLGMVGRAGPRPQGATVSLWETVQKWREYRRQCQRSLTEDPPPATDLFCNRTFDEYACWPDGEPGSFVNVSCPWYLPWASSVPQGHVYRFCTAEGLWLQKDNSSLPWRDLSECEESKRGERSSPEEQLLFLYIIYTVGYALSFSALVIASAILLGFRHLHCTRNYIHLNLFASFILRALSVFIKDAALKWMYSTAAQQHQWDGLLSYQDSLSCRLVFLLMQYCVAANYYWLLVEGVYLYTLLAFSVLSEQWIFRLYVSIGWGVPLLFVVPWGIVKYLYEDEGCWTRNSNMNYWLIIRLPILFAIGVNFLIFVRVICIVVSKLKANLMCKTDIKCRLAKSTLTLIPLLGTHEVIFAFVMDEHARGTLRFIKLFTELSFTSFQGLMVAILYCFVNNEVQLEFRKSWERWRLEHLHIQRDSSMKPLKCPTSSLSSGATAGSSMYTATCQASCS
# HT1080NT lethal: qHTS for induction of synthetic lethality in tumor cells producing 2HG: qHTS for the HT-1080-NT fibrosarcoma cell line; HT-1080-NT fibrosarcoma viability, CellTiter-Glo ATP luminescence, 48 h; Potency, µM (top dose mostly 46.1 µM), for inactives: at the highest dose activity, negative = less viability, usual class: cytotoxic; 360,000 tested, 1.6% active; AID 686970, 2013;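 also: NT is the 2HG producing partner of a matched IDH1 knockdown line; potency is read from the fitted curve at half-maximal effect; 0% = DMSO-treated cells and -100% = media-only wells without cells; nearly all actives have a fitted effect of over 55% in size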
#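 750 cells/well, RPMI + 5% FBS; 2 h settle, compound pin-transfer, 48 h at 37 degrees C. CellTiter-Glo 10 min RT, luminescence. Normalized to DMSO and media-only wells.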
# D3 ag: qHTS of D3 Dopamine Receptor Agonist: qHTS | max activation, % | D3R DiscoveRx beta-arrestin cells, luminescence, 90 min | 410,000 tested, 0.58% active; in the data active = max activation above about 30%; also: 0% is about no effect; mostly tested at two doses, the higher about 12 µM
# Target sequence (P35462 whole entry, looked up): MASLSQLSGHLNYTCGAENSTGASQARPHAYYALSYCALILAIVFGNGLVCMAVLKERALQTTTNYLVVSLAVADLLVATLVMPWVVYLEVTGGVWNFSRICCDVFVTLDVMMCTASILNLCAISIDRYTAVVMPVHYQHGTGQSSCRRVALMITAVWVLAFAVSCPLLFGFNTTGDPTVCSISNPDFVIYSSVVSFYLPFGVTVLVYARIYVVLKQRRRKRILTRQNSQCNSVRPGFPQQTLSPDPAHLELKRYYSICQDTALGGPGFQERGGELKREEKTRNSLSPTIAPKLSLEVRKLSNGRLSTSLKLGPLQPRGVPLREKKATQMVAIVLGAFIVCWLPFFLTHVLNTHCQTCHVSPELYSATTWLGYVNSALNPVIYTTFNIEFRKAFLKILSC
#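 Cells at 1500/well, incubated overnight, then treated with pinned compounds (dopamine as control) for 90 min at 37 degrees C. DiscoveRx reagent added for 30 - 60 minutes at room temperature; luminescence read.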
# D3 antag: qHTS of D3 Dopamine Receptor Antagonist: qHTS | 360,000 tested, 2.5% active | D(3) dopamine receptor (Homo sapiens), P35462 | D3R cells, DiscoveRx beta-arrestin luminescence, antagonist mode; active compounds read low | max response, negative = inhibition, %; in the data active = max response below about -50%; inconclusive = no clear call, values can overlap the other calls; also: % is scaled to controls: 0 for no effect and ±100 for the full control effect; mostly tested at two doses, the higher about 12 µM
#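 Cells plated overnight at 1500 cells/well, then exposed to library compounds with dopamine controls for 90 minutes at 37 degrees C. DiscoveRx reagent added for 30–60 minutes at room temperature; luminescence read, quantitative HTS format.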
# KB-3-1 cytotox: qHTS assay for MDR1-selective chemotherapeutics: Primary screen using the parental adenocarcinoma cell KB-3-1; 400,000 tested, 1.4% active; KB-3-1 viability, CellTiter-Glo ATP luminescence, 72 h; Potency, µM (series often up to 46.1 µM), without a hit: at the top dose activity change, negative = cytotoxic, hits mostly cytotoxic; also: potency is read from the fitted curve at half-maximal effect; % is scaled to controls: 0 for no effect and ±100 for the full control effect; nearly all actives have a fitted effect of over 60% in size
#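 Cytotoxicity in the drug-sensitive parental line KB-3-1 was scored as loss of CellTiter-Glo luminescence following 72 h incubation with compound. Values come from curve fitting of normalized concentration-response data.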
# IL1B secr inh: qHTS for Inhibitors of Inflammasome Signaling: IL-1-beta AlphaLISA Primary Screen | THP-1 LPS/ATP IL-1B secretion, AlphaLISA, 16 h; active compounds read low | activity change, % at 57.5 µM | 360,000 tested, 4.7% active; in the data active = activity change below about -50%; inconclusive = mostly about -30% to -49%; also: % is scaled to controls: 0 for no effect and ±100 for the full control effect
#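 Secreted IL-1B measured by AlphaLISA bead assay after 16 h compound exposure of THP-1 cells; compounds (final up to 57.5 uM) added 1 h before LPS (250 ng/mL) and ATP (1.25 mM) stimulation; lower signal means less secretion.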
# SW480 rereplic: A quantitative high throughput screen for small molecules that induce DNA re-replication in SW480 colon adenocarcinoma cells. AID 624297, 2012. SW480 DNA re-replication, Hoechst DNA content imaging, 48 h. 340,000 tested, 1.8% active. Potency, µM (titrated, usually from 46.1 µM), without a hit: at the highest dose re-replication activation, hits mostly activators; also: potency is read from the fitted curve at half-maximal effect; % of control where 0% means no effect; nearly all actives have a fitted effect of over 55% in size
#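 Cells (250 per well) received 23 nL compound or DMSO by pin tool and were kept 48 hr at 37 C, 5% CO2. Nuclei were then stained with Hoechst for 40 min and scanned for DNA content.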
# KB-V1 cytotox: qHTS assay for MDR1-selective chemotherapeutics: Primary screen using the drug-selected MDR subline cells KB-V1; KB-V1 MDR cells viability, CellTiter-Glo, 72 h; Potency, µM (top dose mostly 46.1 µM), for the others: top-dose activity change, negative = cytotoxicity, usual class: cytotoxic; 400,000 tested, 3.4% active; AID 1347076, 2019; also: potency is read from the fitted curve at half-maximal effect; % is scaled to controls: 0 for no effect and ±100 for the full control effect; nearly all actives have a fitted effect of over 60% in size
#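 Potencies derive from concentration-effect curves fitted to normalized luminescence (CellTiter-Glo) of KB-V1 cells treated for 72 h at 37 degrees C in phenol-red-free DMEM containing 10% FBS.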
# Active calls of the source: *; ? = inconclusive; / = no result given; & = joins results of further samples; [ ] = remark or other dose. Unless noted, calls follow the shape of the dose curve; as a rule, active = well fitted curve in the direction sought with a large enough effect; inconclusive = small, poorly fitted or top-dose-only effect, or another doubt; inactive = no such curve, though single readings can be large; an effect the other way counts as inactive or inconclusive. Compounds as they come, and some 12% of all compounds hit somewhere here.
mol	HT1080 IDH1KD tx	GLP-1R agonist	HT1080NT lethal	D3 ag	D3 antag	KB-3-1 cytotox	IL1B secr inh	SW480 rereplic	KB-V1 cytotox
CCn1c(N)c(C(=O)Nc2ccccc2C(=O)OC)sc1=S	1%	-1%	-5%	6	2	7%	34	-1%	0%
O=C(Nc1cc(C(F)(F)F)ccc1N1CCOCC1)c1ccccc1	-12%	1%	5%	3	16	-9%	-8	-10%	-10%
CC(C)Oc1ccc(C2NC(=O)c3ccccc3O2)cc1 (stereo not drawn)	21%	5%	2%	-12	3	-8%	-4	-28%	-22%
O=C(O)/C=C/C(=O)NC1CCC(CC2CCC(NC(=O)/C=C/C(=O)O)CC2)CC1 (stereo not drawn)	-1%	0%	-4%	-20	2	16%	-5	2%	-4%
CC1CCN(S(=O)(=O)N2CCC(C(=O)O)CC2)CC1	14%	-7%	-4%	2	0	-1%	13	-8%	18%
CC(C)CC(=O)Nc1ccc(C(=O)Nc2cccc(O)c2)cc1	-22%	11%	-9%	1	-4	-6%	-18	9%	-13%
O=c1[nH]c2ccc(S(=O)(=O)N3CCN(Cc4ccccc4)CC3)cc2[nH]c1=O	-4%	-12%	11%	6	3	12%	4	-15%	12%
Cc1ccccc1S(=O)(=O)N1C[C@H]2[C@H]3C(=O)N(C4CCCCC4)C(=O)[C@H]3CC(=O)[C@H]2[C@@H]1c1ccc(Cl)cc1	8%	-1%	7%	-5	-15	0%	?	/	14%
COc1ccc(OC)c(N2C(=NC(=O)C3CCCCC3)SC3CS(=O)(=O)CC32)c1 (stereo not drawn)	16%	-1%	14%	4	7	-3%	-21	?	-3%
COc1cc(NC(=O)CSc2ncnc3sc4c(c23)CCCC4)c(C(=O)O)cc1OC	-2%	13%	-3%	3	2	25%	13	2%	4%
CN(CC(=O)Nc1cccc(Cl)c1)C1=NS(=O)(=O)c2ccccc21	-4%	2%	4%	-3	21	-8%	9	-3%	0%
Cc1[nH]n(-c2ccccc2)c(=O)c1C(c1ccccc1[N+](=O)[O-])C(C#N)C#N (stereo not drawn)	-13%	-2%	2%	-1	-11	2%	-9	-14%	3%
O=C(N/N=C/c1cccc(OCc2ccccc2)c1)c1ccc(Br)o1	-13%	-3%	-18%	9	0	-5%	-6	1%	-19%
COc1ccc(N=c2sc3ccccc3n2C)cc1	-13%	18%	6%	10	-16	-14%	0	0%	-9%
COc1ccc(S(=O)(=O)N2CCC(C)CC2)cc1OC	-5%	7%	-9%	-1	-16	-4%	-7	-1%	-10%
CCOc1ccc(NC(=O)c2cc(C3CC3)nc3c2cnn3C(C)C)cc1OC	-9%	27%	1%	-13	4	2%	-16	-3%	-15%
CN(C)NC(=O)c1ccsc1NC(=O)c1ccc(S(=O)(=O)N(C)C)cc1	6%	?	0%	-5	-7	-1%	-18	8%	-20%
CCc1nnc(NC(=O)CSc2nnc(COc3ccccc3)n2Cc2ccccc2)s1	5%	-5%	0%	7	-6	-3%	10	-6%	10%
CCc1ccc(NC(=O)Cn2c(=O)n(CCCC(=O)NCc3ccccc3OC)c(=O)c3ccccc32)cc1	/	1%	/	-11	/	0%	/	/	?
CCCCCn1ccc(=O)c2c(C(F)(F)F)nccc21	-12%	-8%	1%	-1	10	-8%	17	0%	?
Fc1ccc(-c2nc3ccc(Cl)cn3c2Cc2ccccc2C(F)(F)F)cc1	6%	-8%	8%	-9	-5	0%	23	/	-18%
Nc1ccc(S(=O)(=O)N2CCOCCOCCOCCOCCOCC2)cc1	24%	1%	11%	-3	-13	0%	1	1%	-2%
O=C(COC(=O)c1cc2c(s1)CCC2)Nc1ccc(F)cc1	-4%	20%	-6%	6	10	0%	0	?	4%
Cn1c(Cn2c(=O)sc3ccccc32)nnc1SCC(=O)NCc1ccccc1Cl	-2%	-1%	17%	3	-4	4%	4	-4%	-16%
COc1cc(OC)c(C(=O)N/N=C/c2ccoc2)cc1OC	-4%	10%	1%	-5	-9	0%	-4	4%	0%
COC(=O)c1nnn(CC(=O)NC(=O)Nc2ccc(F)cc2)c1C(=O)OC	7%	-5%	7%	2&3	8	1%&1%	-7	-3%	?
O=C(c1ccc2c3c(cccc13)CC2)C1CCCN(C(=O)c2ccc(=O)[nH]c2)C1 (stereo not drawn)	-9%	6%	0%	-16	-20	9%	-8	-4%	-15%
CCOC(=O)[C@H]1[C@H]2COc3ccc(Br)cc3[C@@H]2N2C(=O)c3c(C)cc(C)cc3NC(=O)[C@@]12C	2%	-3%	3%	12	-2	?	?	1%	-6%
COc1ccc(CNC(=O)NC2CCCCC2)cc1	6%[9.24 µM]	0%	7%	4	-19	8%	5	18µM*	-12%
Cc1cc[n+](CC2OCc3ccccc3CO2)cc1	-2%	-6%	?	-4	25	?	47	-9%	0%

# More records:
# Results follow in this order: HT1080 IDH1KD tx	GLP-1R agonist	HT1080NT lethal	D3 ag	D3 antag	KB-3-1 cytotox	IL1B secr inh	SW480 rereplic	KB-V1 cytotox
O=C(NC12CC3CC(CC(C3)C1)C2)c1cccc([N+](=O)[O-])c1
  -6%	11%	-2%	1	4	2%	-12	-32%[inhibitor]	4%
O=C(c1ccc2ccccc2c1)N1CCCC1
  9%	-12%	-2%	6	-9	6%	7	-15%	-13%
O=C(CS(=O)(=O)c1cn(CC(=O)N2CCOCC2)c2ccccc12)NCc1ccccc1
  13%	2%	18%	3	3	6%	17	-1%	-1%
O=C(OCC(=O)N1CCCC1=O)c1cc2ccccc2o1
  0%	9%	9%	5	1	4%	10	0%	6%
Cc1ccc(CN2C(=O)COc3cc(NS(C)(=O)=O)ccc32)cc1
  -6%	29%	-2%	10	12	-22%	17	-1%	-1%
O=C(CN1C(=O)/C(=C/c2ccccc2)SC1=S)NC1CCS(=O)(=O)C1 (stereo not drawn)
  1%	-2%	1%	4	1	0%	-6	-5%	25%
Cc1ccc(S(=O)(=O)N2CN(CC3CCCO3)c3nc4ccccc4nc32)c(C)c1 (stereo not drawn)
  4%	3%	0%	0	6	-1%	26	-2%	0%
Cc1c(C(=O)NCCCc2ccccc2)cccc1[N+](=O)[O-]
  -7%	-5%	-11%	6	-24	3%	10	1%	6%
Nc1nc(Oc2ccc(F)cc2)c(Br)c(=O)[nH]1
  -2%	2%	-5%	12	6	?	55	?	-12%
Cc1ccc(C)c2[nH]c(=O)c(CN(CC3CCCO3)C(=S)NCc3ccco3)cc12 (stereo not drawn)
  ?	20%	-26%	-5	18	3%	-77*	15%	8%
Cc1ccc(Cc2c(-c3cccc(Br)c3)nc3ccc(Cl)cn23)cc1
  -4%	1%	0%	12	24	0%	18	/	-3%
O=C(NNC(=S)Nc1ccc(F)c(Cl)c1)C1CC1
  9%	-3%	3%	-1	-17	12%	3	-5%	0%
COC(=O)c1ccc(NC(=S)NCCc2ccc(OC)cc2)cc1
  -8%	7%	-7%	-8	0	?	-21	2%	-16%
O=C(Cc1ccc(Cl)cc1)Nc1ccc(N2CCCC2)cc1
  13%	1%	7%	4	68	9%	-13	2%	5%
O=C(CCc1ccccc1)Nc1ccnn1C1CCN(Cc2ccc(OCCO)cc2)CC1
  7%	-2%	0%	0	-4	2%	15	?	31%

# Whole records, quoted from the list. Values in the order: HT1080 IDH1KD tx, GLP-1R agonist, HT1080NT lethal, D3 ag, D3 antag, KB-3-1 cytotox, IL1B secr inh, SW480 rereplic, KB-V1 cytotox
# Listed for `Cc1c(C(=O)NCCCc2ccccc2)cccc1[N+](=O)[O-]` : -7%, -5%, -11%, 6, -24, 3%, 10, 1%, 6%
# Listed for `O=C(CN1C(=O)/C(=C/c2ccccc2)SC1=S)NC1CCS(=O)(=O)C1` (stereo not drawn) : 1%, -2%, 1%, 4, 1, 0%, -6, -5%, 25%
# Listed for `Cc1ccc(S(=O)(=O)N2CN(CC3CCCO3)c3nc4ccccc4nc32)c(C)c1` (stereo not drawn) : 4%, 3%, 0%, 0, 6, -1%, 26, -2%, 0%

# Quoted at random: 3 entries already listed, in no set order.
# Results follow in this order: HT1080 IDH1KD tx	GLP-1R agonist	HT1080NT lethal	D3 ag	D3 antag	KB-3-1 cytotox	IL1B secr inh	SW480 rereplic	KB-V1 cytotox
O=C(c1ccc2ccccc2c1)N1CCCC1
  9%	-12%	-2%	6	-9	6%	7	-15%	-13%
Cc1ccc(S(=O)(=O)N2CN(CC3CCCO3)c3nc4ccccc4nc32)c(C)c1 (stereo not drawn)
  4%	3%	0%	0	6	-1%	26	-2%	0%
Cc1ccc(CN2C(=O)COc3cc(NS(C)(=O)=O)ccc32)cc1
  -6%	29%	-2%	10	12	-22%	17	-1%	-1%
